NadD inh: inhibitors of S. aureus NadD, primary screen, biochemical, colorimetric, uHTS. AID 602399, 2012. inhibition, % at 20 µM. hit rate 0.78% among 360,000. purified NadD enzyme, colorimetric absorbance read-out; in the data active = inhibition above about 26%; also: some compounds past the cut are filed as inactive
Scp1 inh: Scp-1 phosphatase inhibitors, primary screen, biochemical, colorimetric, uHTS | Carboxy-terminal domain RNA polymerase II polypeptide A small phosphatase 1 (Homo … | Recombinant Scp1, phosphopeptide, malachite green phosphate absorbance | inhibition, % at 20 µM | hit rate 0.88% among 340,000;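 active = inhibition above about 50% at 20 µM, limit read from the data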;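 also: plate controls were DMSO wells with enzyme for no effect and wells lacking enzyme for full effect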
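System: SCP-1 catalytic domain; Reagent: Phospho 17-mer peptide substrate; Doses: one concentration, 20 µM, with 1.0% DMSO; Incubation: 45 min room-temperature reaction, 5 min colour, 30 min stabiliser; Signal: Phosphate-binding colour reagent, absorbance read at 630 nm.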
DNMT1 block: human DNMT1 methyltransferase inhibitors, primary screen, biochemical, molecular beacon, fluorescence, HinP1I cleavage, uHTS; hit rate 0.83% among 360,000; AID 588458, 2011; DNA (cytosine-5)-methyltransferase 1 (Homo sapiens), P26358; inhibition (reported as % activation of signal), % at 10 µM; in the data active = inhibition above about 50%
Neddylation inh: inhibitors of cullin neddylation, primary screen, biochemical, TR-FRET, uHTS, NAE and Ubc12; NEDD8-conjugating enzyme Ubc12 (Homo sapiens) + NEDD8-activating enzyme E1 regulatory …; calls only at 25 µM; hit rate 0.58% among 360,000; in the data active = inhibition above about 36%
SUMO1-SIM PPI: modulators of SUMO1 protein-protein interactions, primary screen, biochemical, uHTS; inhibition, % at 20 µM; hit rate 0.33% among 360,000; AID 602429, 2012; SUMO1 binding to a labelled peptide, TR-FRET, 1 h; Small ubiquitin-related modifier 1 (Homo sapiens), P63165; in the data active = inhibition above about 37%
STEP inh: STEP phosphatase inhibitors, primary screen, biochemical, fluorescence intensity, uHTS | Tyrosine-protein phosphatase non-receptor type 5 (Homo sapiens), P54829 | recombinant STEP, OMFP fluorogenic substrate | inhibition, % at 20 µM | hit rate 0.25% among 360,000;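 active = inhibition at 20 µM, scaled per plate between control wells, above about 37%, limit read from the data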;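 also: 0% = DMSO with enzyme and substrate and 100% = substrate only without enzyme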
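Material: STEP (striatal-enriched tyrosine phosphatase) enzyme, cell-free | Medium: 50 mM Bis-Tris pH 6.0 with 2.5 mM DTT and 0.005% Tween 20 | Read-out: Percent inhibition scaled to no-enzyme and uninhibited-enzyme controls, plate-pattern corrected | Signal: Fluorescence read at 480 nm ex / 540 nm em | Times: 20 min reaction, room temperature, in the dark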
Rin1 Abl inh: inhibitors of Rin1-Abl protein binding, primary screen, biochemical, TR-FRET. Tyrosine-protein kinase ABL1 (Homo sapiens) + Ras and Rab interactor 1 (Homo sapiens), …. inhibition, % at 7.35 µM. AID 588664, 2011. hit rate 0.4% among 360,000; in the data active = inhibition above about 5%, passing the limit was not always enough
Target sequence (P00519 whole entry, looked up): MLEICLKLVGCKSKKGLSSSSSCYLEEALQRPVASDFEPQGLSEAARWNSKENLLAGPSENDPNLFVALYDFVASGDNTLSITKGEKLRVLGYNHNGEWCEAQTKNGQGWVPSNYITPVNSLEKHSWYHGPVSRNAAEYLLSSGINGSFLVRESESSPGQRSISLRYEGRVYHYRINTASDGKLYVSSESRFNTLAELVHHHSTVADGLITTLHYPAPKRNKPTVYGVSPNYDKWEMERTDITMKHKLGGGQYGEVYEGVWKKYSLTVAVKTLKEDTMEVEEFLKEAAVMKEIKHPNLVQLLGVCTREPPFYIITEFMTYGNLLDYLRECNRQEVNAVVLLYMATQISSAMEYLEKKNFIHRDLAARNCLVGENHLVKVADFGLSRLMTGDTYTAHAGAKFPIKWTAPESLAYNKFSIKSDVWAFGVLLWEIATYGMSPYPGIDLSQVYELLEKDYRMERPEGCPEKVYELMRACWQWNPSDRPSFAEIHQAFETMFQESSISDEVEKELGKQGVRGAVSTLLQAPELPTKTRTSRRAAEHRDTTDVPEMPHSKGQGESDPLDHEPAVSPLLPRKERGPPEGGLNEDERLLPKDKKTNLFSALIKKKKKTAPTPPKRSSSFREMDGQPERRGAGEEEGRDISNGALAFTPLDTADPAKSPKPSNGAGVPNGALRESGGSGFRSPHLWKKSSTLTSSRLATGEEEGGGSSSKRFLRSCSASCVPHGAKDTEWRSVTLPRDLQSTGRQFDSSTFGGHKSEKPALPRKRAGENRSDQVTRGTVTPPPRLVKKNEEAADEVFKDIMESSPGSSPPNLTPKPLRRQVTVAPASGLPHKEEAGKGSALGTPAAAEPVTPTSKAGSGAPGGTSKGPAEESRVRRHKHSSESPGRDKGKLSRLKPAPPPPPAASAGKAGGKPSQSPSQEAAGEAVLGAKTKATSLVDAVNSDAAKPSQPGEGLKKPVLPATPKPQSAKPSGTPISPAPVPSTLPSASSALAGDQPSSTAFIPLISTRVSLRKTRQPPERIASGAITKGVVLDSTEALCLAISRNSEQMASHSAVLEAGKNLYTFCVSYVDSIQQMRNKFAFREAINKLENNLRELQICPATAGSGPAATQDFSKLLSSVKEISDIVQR
Target sequence (Q13671 whole entry, looked up): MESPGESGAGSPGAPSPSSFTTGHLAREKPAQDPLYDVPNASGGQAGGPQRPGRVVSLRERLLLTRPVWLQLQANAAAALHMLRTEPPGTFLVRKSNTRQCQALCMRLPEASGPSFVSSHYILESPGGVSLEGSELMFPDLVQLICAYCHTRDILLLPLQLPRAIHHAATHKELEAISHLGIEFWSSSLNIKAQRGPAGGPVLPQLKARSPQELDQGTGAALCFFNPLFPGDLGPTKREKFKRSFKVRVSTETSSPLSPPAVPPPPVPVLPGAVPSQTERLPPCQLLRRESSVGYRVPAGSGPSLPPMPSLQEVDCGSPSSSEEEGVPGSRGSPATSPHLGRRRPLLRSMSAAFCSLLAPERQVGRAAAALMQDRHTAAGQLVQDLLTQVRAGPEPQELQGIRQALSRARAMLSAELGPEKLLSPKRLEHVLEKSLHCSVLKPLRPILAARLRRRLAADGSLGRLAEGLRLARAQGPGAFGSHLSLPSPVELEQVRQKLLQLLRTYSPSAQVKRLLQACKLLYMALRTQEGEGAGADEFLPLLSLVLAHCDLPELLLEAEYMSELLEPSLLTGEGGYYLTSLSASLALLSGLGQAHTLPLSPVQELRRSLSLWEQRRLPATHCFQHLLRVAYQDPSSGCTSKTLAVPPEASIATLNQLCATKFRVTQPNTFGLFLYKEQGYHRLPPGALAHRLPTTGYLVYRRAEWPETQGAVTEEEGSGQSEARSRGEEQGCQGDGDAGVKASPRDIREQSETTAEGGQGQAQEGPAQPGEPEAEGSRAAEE
CSN deneddyl inh: inhibitors of CSN-mediated cullin deneddylation, primary screen, biochemical, fluorescence polarization, uHTS. Purified CSN, SCF-Nedd8-OG deneddylation. hit rate 0.38% among 360,000. inhibition, % at 12.5 µM;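 active = pattern-corrected inhibition above about 35%, with an unprinted fluorescence ratio check between 0.5 and 1.5, limit read from the data, passing the limit was not always enough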;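 also: 0% = enzyme with substrate and 100% = substrate without enzyme; some results filed as inactive read as strong as hits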
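assay system = purified human Csn5 enzyme expressed in HEK293T cells | amount = 0.24 nM enzyme | buffer or medium = Tris/NaCl/DTT buffer, pH 7.5 | reagent = 10 nM SCFSkp2-Nedd8OG | compound = one concentration, 12.5 µM, 0.25% DMSO | times = 90 min reaction at room temperature | signal = FP | read-out basis = % inhibition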
Rpn11 block: Rpn11 (PSMD14) deubiquitinase inhibitors, primary screen, biochemical, fluorescence polarization, uHTS | hit rate 0.59% among 360,000 | calls only at 20 µM | AID 588493, 2011 | human 26S proteasome, Ub4-pepOG fluorescence polarization; 20S core pre-blocked with epoxomicin | 26S proteasome non-ATPase regulatory subunit 14 (Homo sapiens), O00487;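 active = inhibition at 20 µM, scaled to each plate's controls, above about 33%, limit read from the data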
LMPTP block: LMPTP phosphatase inhibitors, primary screen, biochemical, fluorescence intensity, uHTS; hit rate 0.22% among 360,000; inhibition, % at 20 µM; recombinant LMPTP-A, OMFP fluorogenic substrate; AID 651560, 2012; Low molecular weight phosphotyrosine protein phosphatase (Homo sapiens), P24666;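 active = compounds that cut the enzyme signal by at least half of the control window in the single-dose screen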;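 also: plate controls were DMSO wells with enzyme plus substrate for no effect and substrate without enzyme for full effect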
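Test system: LMPTP-A phosphatase enzyme; input: 0.625 nM LMPTP-A final; reagent: OMFP substrate, 400 µM final; compound dosing: 20 µM single dose, 3% DMSO; incubation: 50 min dark incubation at room temperature; measured by: endpoint fluorescence intensity from OMFP dephosphorylation; measure: % inhibition relative to no-enzyme and uninhibited control wells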
* hit, by the source's call; i = inactive; / = no result given; + = active, no number; & = joins results of further samples. Hits appear at their usual frequency, and some 3.8% of all compounds hit somewhere here.

SMILES	NadD inh	Scp1 inh	DNMT1 block	Neddylation inh	SUMO1-SIM PPI	STEP inh	Rin1 Abl inh	CSN deneddyl inh	Rpn11 block	LMPTP block
O=S(=O)(Nc1ncccn1)c1ccc(NC(=S)NCc2cccnc2)cc1	-2	-10	0	i	31	-4	1	-2	i	-0.6
COc1ccc2oc3ccccc3c(=O)c2c1	-6	-6	6	/	-9	-1	4	0	i	-2.3
CCCS(=O)(=O)NC(=O)C1(C)CCN(C(=O)/C=C/c2ccccc2)C1 (stereo not drawn)	-7	/	2	i	-6	-2	-2	-7	i	-3.5
O=C(CN(c1ccccc1)S(=O)(=O)c1ccccc1)Nc1ccc(F)cc1	-7	-16	-2	i	0	-2	1	1	i	1.9
Cc1ccccc1-c1cc2c(c3c1ccn3C)C1CCC2O1 (stereo not drawn)	-11	/	9	i	0	-2	-1	1	i	1.4
O=C1CCC(C(=O)N2CCN(c3ccccc3)CC2)CN1CC1CCCCC1 (stereo not drawn)	2	-10	1	i	2	0	1	4	i	0.4
CCCNC(=O)c1ccc(N2CCC3(CC2)CC(c2cccc(Br)c2)=NO3)c(NC(=O)c2ccc(Cl)c([N+](=O)[O-])c2)c1	30*	-3	7	i	2	2	0	-3	i	0.6
O=C(NCC1(c2ccccc2)CCCC1)c1ccc(Br)cc1	0	-5	3	i	0	-4	1	-8	i	-0.4
Cc1ccc(/C=N\NC(=O)/C(=C\Nc2nccc(C)n2)NC(=O)c2ccccc2)cc1	5	-9	-4	i	-6	1	0	-5	i	0.1
CCOC(=O)C1=C(O)/C(=C/c2ccc(CNC(=O)C(=O)Nc3ccc(C)cc3)o2)N=C1C	46*	69*	90*	i	20	3	-1	28	i	28
COc1ccc(-n2cc(CNCc3cccnc3)c(-c3cccc(F)c3)n2)cc1	-3	6	-1	+	6	14	2	-2	i	-0.6
CC(C)(C)c1cc(C(=O)NNC(=O)c2ccc(Cl)cc2)no1	0	-1	4	i	2	2	0	1	i	0.9
COc1cc(CN2CCC(Cc3ccccc3)CC2)cc(OC)c1OC	-6	-1	2	i	0	-4	3	2	i	-1.2
CCOc1ccc(-c2nc(CSCC(=O)N3CCN(C(=O)c4ccco4)CC3)c(C)o2)cc1	0	-1	0	i	3	2	-2	6	i	-0.4
COCCN(Cc1nc2ccccc2c(=O)[nH]1)C(=O)COc1cccc(C(C)=O)c1	-1	-12	1	i	-7	-3	1	-4	i	-0.9
CN(Cc1ccccc1)C(=O)c1ccc(NC(=O)Cc2cccc([N+](=O)[O-])c2)cc1	-9	-6	3	i	-21	1	1	1	i	1.5
COc1ccc2[nH]c3c(c2c1)CNCC3	-10	/	-15	i	-20	-2	-5	4	i	16
CCOC(=O)C(Cc1ccccc1)C(=O)NCc1ccccc1 (stereo not drawn)	-2	0	8	i	2	1	-3	3	i	-1.5
COc1ccc(CCNC(=O)Cn2c(=O)[nH]c3ccsc3c2=O)cc1OC	-4	1	-1	i	0	6	-4	1	i	0.0
Cc1cc(C(C)(C)C)ccc1OCCCCN1CCCC1	-10	-4	1	i	5	2	-2	8	i	-7.8
CC(C)n1c(CN2CCN(C)CC2)nc2c1c(=O)n(C)c(=O)n2C	-3	-2	1	i	1	0	-1	2	i	-1.4
COc1ccc(C(=O)Nc2nc(CC(=O)NCc3ccc(F)cc3)cs2)cc1	-4	-4	1	i	5	-1	2	2	i	2.7
Cc1cccn2c(=O)c3cc(C(=O)N4COCC4(C)C)n(Cc4ccccc4)c3nc12	-5	1	3	i	-9	1	-3	-3	i	-2.4
CC1(C)Cc2nc3oc4c(NCCCN5CCOCC5)ncnc4c3cc2CO1	-4	-3	0	/	5	1	1	4	i	-0.7

Arranged by SMILES length (descending): 5 of the compounds above
SMILES	NadD inh	Scp1 inh	DNMT1 block	Neddylation inh	SUMO1-SIM PPI	STEP inh	Rin1 Abl inh	CSN deneddyl inh	Rpn11 block	LMPTP block
CN(Cc1ccccc1)C(=O)c1ccc(NC(=O)Cc2cccc([N+](=O)[O-])c2)cc1	-9	-6	3	i	-21	1	1	1	i	1.5
Cc1cccn2c(=O)c3cc(C(=O)N4COCC4(C)C)n(Cc4ccccc4)c3nc12	-5	1	3	i	-9	1	-3	-3	i	-2.4
COCCN(Cc1nc2ccccc2c(=O)[nH]1)C(=O)COc1cccc(C(C)=O)c1	-1	-12	1	i	-7	-3	1	-4	i	-0.9
CC1(C)Cc2nc3oc4c(NCCCN5CCOCC5)ncnc4c3cc2CO1	-4	-3	0	/	5	1	1	4	i	-0.7
COc1ccc2[nH]c3c(c2c1)CNCC3	-10	/	-15	i	-20	-2	-5	4	i	16

Next structures follow:
SMILES	NadD inh	Scp1 inh	DNMT1 block	Neddylation inh	SUMO1-SIM PPI	STEP inh	Rin1 Abl inh	CSN deneddyl inh	Rpn11 block	LMPTP block
Cn1cnnc1SCC(=O)Nc1ccc2nc(SCc3ccccc3)sc2c1	10	-1	-6	i	2	-1	0	2	+	1.3
Cn1c(=O)c2ncn(CC(=O)Nc3ccc(N4CCOCC4)cc3)c2n(C)c1=O	-4	-8	2	i	2	2	-1	-3	i	-1.7
C[C@H](CO)N1C[C@H](C)[C@@H](CN(C)C(=O)Nc2ccc3c(c2)OCO3)Oc2c(NC(=O)Nc3ccccc3)cccc2C1=O	5	-14	1	i	1	-3	-3	-4	i	-2.0
C/C(=N\OCC(=O)Nc1ccccc1C(C)(C)C)c1ccc2c(c1)OCCO2	-8	-8	0	i	-3	-4	0	2	i	0.8
O=[N+]([O-])c1cc2c(cc1/C=N/n1c(-c3ccccn3)n[nH]c1=S)OCO2	2	0	-3	i	-19	2	3	-1	i	-0.3
Cc1cc(=O)[nH]c(SCCCOc2ccc(F)cc2)n1	-4	-1	2	i	2	0	-3	4	i	-1.4
O=C1NC(=O)C(c2ccccc2)(C2CCCC2)N1 (stereo not drawn)	1	2	1	i	-3	-1	0	-3	i	0.8
NC(=O)Cn1c(=O)n(Cc2ccccc2)c(=O)c2cccnc21	-4	-4	1	i	0	-1	1	2	i	-0.3
c1ccc(-c2nc3cnccn3c2Nc2ccc3c(c2)OCCO3)cc1	1	-2	-6	i	-14	2	-3	-5	i	1.5
COc1ccc(CNC(=O)C[C@H]2C[C@H](C(=O)N3CCOCC3)[C@@]3(CCC4CCCC4)c4[nH]c5ccc(Cl)cc5c4CCN3C2=O)cc1OC	4	1	-29	i	1	-1	-3	-4	i	4.2
O=C1C2CC=C(Cl)CC2C(=O)N1CCN1CCOCC1 (stereo not drawn)	-2	-2	4	i	8	3	-2	0	i	-4.5
CC(C)(C)c1ccc(CC(=O)N2CCC2(C)C(=O)Nc2cnc3ccccc3c2)cc1 (stereo not drawn)	1	/	-2	i	1	0	-2	0	i	4.0
O=C(O)c1cccc(-n2cccc2/C=C2/NC(=O)N(c3ccc(Cl)cc3)C2=O)c1	43*	81*	87*	i	106*	94*	4	19	/	81*
CCc1nc(SCC(=O)Nc2ccc(C(=O)O)cc2)n[nH]1	2	-7	1	i	7	0	2	1	i	-2.6
COc1ccccc1OCC(=O)O	-4&4	-15&-1	2&0	i	0&1	-3&2	0&-5	-2&-5	i	1.4&0.5
COc1ccc(C(O)C(O)(C(=O)OC(C)C)c2ccc(C)cc2)cc1 (stereo not drawn)	/	/	/	i	4	/	/	-4	/	-0.1
CN1CCN(Cc2nc3c(c(=O)n(C)c(=O)n3C)n2CCCc2ccccc2)CC1	-3	-8	2	i	1	0	0	-6	i	-1.4
Cc1noc(C)c1COc1ccccc1C(=O)N(C)CC(=O)Nc1cccc(F)c1	-5	-1	2	i	-1	3	1	3	i	-1.9
CCCc1c(C)c2c(C)[nH]nc2oc1=O	0	-5	-7	i	1	1	0	-3	i	0.0
Cc1ccc(C)c(N2CCN(C(=O)C3CCCN(S(=O)(=O)c4c(C)noc4C)C3)CC2)c1 (stereo not drawn)	-6	-14	4	i	0	-4	-2	-5	i	0.3
NC(=O)c1ccc(NC(=O)COC(=O)CCSc2ccccc2)cc1	-6	-7	0	i	-2	-1	0	2	i	0.5
Cc1ccc(C(C)C)c(OCc2n[nH]c(=S)o2)c1	1	-10	2	i	5	0	1	5	i	0.1
c1ccc(-n2nnc3ccccc32)nc1	3	-19	5	i	-2	1	0	0	i	0.3
COc1ccc(S(=O)(=O)N2CCN(c3ncnc4c(-c5ccccc5)nsc34)CC2)cc1	27	-2	-4	i	4	4	3	-1	i	0.7
O=C(Nc1cccc(Cl)c1)O/N=C\c1ccncc1	2	-14	-1	i	0	2	0	3	i	-0.2
CS(=O)(=O)c1ccc2nc(NC(=O)C3CCCO3)sc2c1 (stereo not drawn)	-5	-14	-2	i	3	-4	0	1	i	-1.8
CC1CCN(CCCn2c(=S)[nH]c3c(sc4ccccc43)c2=O)CC1	-5	-3	-1	i	-3	-1	-21	1	i	0.0
O=C(COC(=O)c1cc(=O)[nH]c2ccccc12)Nc1nccs1	-1	-2	-5	i	-14	18	-2	-3	i	1.6
CCCCN(NC(C)=O)c1nc(Cl)nc(NC(C)C)n1	-4	-4	4	i	-2	-5	-1	1	i	-0.6

Source: PubChem
